KDM5B inh – Primary screen for KDM5B Histone Demethylases FDH-coupled qHTS | Lysine-specific demethylase 5B (Homo sapiens), Q9UGL1 | KDM5B demethylase, FDH-coupled NADH fluorescence (FDH is formaldehyde dehydrogenase) | Potency, µM (doses to about 57.7 µM), for the others: at the highest dose activity change, negative = inhibition, actives largely listed as inhibitors | actives 2.6% (n = 220,000) | AID 1347165, 2019; active = well fitted inhibition curve with a large enough effect; inconclusive = small, poorly fitted or top-dose-only effect; inactive = no such curve, though single readings can be large or run the other way; note: 0% is about no effect; nearly all actives have a fitted effect of over 70% in size
Target sequence (Q9UGL1 whole entry, looked up): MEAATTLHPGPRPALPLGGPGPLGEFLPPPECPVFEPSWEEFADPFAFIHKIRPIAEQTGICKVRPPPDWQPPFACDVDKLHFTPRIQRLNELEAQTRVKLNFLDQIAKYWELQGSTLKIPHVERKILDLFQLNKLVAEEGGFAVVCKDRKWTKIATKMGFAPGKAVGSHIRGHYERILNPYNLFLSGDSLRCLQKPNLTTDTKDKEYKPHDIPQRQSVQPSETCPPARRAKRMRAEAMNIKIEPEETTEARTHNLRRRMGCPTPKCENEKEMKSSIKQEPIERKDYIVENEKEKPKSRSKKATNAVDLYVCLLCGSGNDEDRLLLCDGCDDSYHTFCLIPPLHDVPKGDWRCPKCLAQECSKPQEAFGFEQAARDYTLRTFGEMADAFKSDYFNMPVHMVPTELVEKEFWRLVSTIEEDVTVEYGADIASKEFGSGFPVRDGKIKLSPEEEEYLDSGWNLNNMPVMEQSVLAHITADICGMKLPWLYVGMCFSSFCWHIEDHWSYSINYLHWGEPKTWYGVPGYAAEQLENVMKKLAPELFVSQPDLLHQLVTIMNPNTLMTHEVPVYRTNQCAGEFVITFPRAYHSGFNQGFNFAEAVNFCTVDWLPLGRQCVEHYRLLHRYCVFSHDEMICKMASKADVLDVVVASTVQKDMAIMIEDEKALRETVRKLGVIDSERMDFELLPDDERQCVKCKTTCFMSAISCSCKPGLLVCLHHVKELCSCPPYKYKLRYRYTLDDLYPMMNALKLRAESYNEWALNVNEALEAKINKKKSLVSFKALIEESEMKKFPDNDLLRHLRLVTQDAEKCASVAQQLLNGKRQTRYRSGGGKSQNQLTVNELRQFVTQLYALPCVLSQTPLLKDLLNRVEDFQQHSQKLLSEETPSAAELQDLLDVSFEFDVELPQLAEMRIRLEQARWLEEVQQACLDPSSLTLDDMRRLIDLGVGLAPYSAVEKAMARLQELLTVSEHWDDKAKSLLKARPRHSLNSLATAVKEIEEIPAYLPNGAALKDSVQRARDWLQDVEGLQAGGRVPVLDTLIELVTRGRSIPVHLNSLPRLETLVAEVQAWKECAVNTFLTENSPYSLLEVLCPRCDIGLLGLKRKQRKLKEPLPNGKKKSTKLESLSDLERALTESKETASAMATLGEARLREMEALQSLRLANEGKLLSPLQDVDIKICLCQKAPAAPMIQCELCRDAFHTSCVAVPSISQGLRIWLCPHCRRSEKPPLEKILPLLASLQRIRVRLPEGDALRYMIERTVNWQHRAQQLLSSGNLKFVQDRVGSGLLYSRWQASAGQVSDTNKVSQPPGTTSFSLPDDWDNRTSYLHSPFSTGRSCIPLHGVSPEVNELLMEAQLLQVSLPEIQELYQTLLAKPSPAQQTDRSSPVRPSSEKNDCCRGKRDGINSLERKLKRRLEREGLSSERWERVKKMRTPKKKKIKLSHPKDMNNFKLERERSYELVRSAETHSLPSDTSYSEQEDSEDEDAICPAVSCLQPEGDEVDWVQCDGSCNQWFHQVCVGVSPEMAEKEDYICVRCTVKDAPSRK
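Compound dilutions met 200 nM (final) KDM5BΔAP for 10 min at room temperature before substrate addition. The substrate mix held 12.5 µM H3K4me3 with cofactors 25 µM α-ketoglutarate and 50 µM Fe²⁺. NADH signal gain over 30 min defined activity.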
Starred values were filed as active, the others as inactive; i = inactive; ? = inconclusive; [ ] = another dose, or the depositor's remark. Potency is the fitted concentration of half-maximal effect.

SMILES | KDM5B inh
CN1CCOc2c(C(=O)NCc3cccnc3)cc(-c3ccc(N4CCOCC4)cc3)cc21 | ?
Cc1cnc(CN2CC3(CCC2=O)CCN(C(=O)[C@H]2C[C@@H]4C=C[C@H]2C4)CC3)cn1 | -4.5%
O=C1CCN(C(=O)c2cc(C3CC3)[nH]n2)CCCCCCN1 | ?
Cc1cc(C)c(-c2csc(-c3cc4ccccc4oc3=O)n2)cc1C | i[11.5 µM]
Cc1noc2c(-c3cccnc3N(C)C)cc(-c3ccccc3)nc12 | 31.6µM*
CN1C(=O)Cc2cc(S(=O)(=O)CCC(=O)N3CCN(c4cccc(Cl)c4)CC3)ccc21 | ?
CCCn1nc(C(=O)N2CCCCCC2)c2ccccc2c1=O | -1.3%
Cc1ccc(C)c(NC(=O)N2CCCC2c2ccccc2Cl)c1 (stereo unspecified) | 3.6%
COC(=O)C1(C(F)(F)F)N=C(N2CCOCC2)Oc2c1c(C)nn2-c1ccccc1 (stereo unspecified) | ?
Cc1cc(Br)ccc1OCc1nnc(-c2ccccc2)o1 | -6.7%
COc1ccc(NC(=S)N2CCC(NC(=O)C3CCCCC3)CC2)cc1 | 22.0%
O=S(=O)(Nc1nc2ccccc2nc1Nc1ccc(F)cc1)c1ccccc1 | -18.3%
O=C(NCc1ccc(Cl)cc1)c1cccn2nccc12 | 35.5µM*
CCCOc1ccccc1Oc1ncccc1CNC(=O)NCC | -19.5%
Cc1nn(C)c(C(=O)Nc2sc3c(c2C#N)CCC3)c1Br | -27.7%
Cc1ccc(-c2nnc(C3CN(C(=O)Cc4cccc(C)c4)CC34CCOCC4)o2)cc1 (stereo unspecified) | 13.6%
O=C(NNC(=O)C1CCCc2ccccc21)c1ccccc1Br (stereo unspecified) | 9.5%
Cc1noc(/C=C/N(C)C)c1S(=O)(=O)N1CCCC(C(=O)Nc2cccc(F)c2)C1 (stereo unspecified) | -15.5%
Cc1cccc(-n2ncc3c(NC4CCCCCC4)ncnc32)c1 | ?
Cc1noc(C)c1S(=O)(=O)N1CCc2nc3cc(-c4ccccc4)[nH]n3c(=O)c2C1 | 28.2µM*
O=C(CNC(=O)c1ccc(Br)o1)NCCc1ccc(F)cc1 | -15.1%
COc1ccc(OC)c(NC(=O)C2CN(S(=O)(=O)C3CC3)CC23CCCCC3)c1 (stereo unspecified) | 1.3%
CCCN1C(=O)C2(C(=C(O)c3ccc(OCC)cc3)C(=O)C(=O)N2CCOC)c2ccccc21 (stereo unspecified) | -24.9%
COc1ccc(N(Cc2cc3cccc(C)c3[nH]c2=O)C(=O)C2CCCO2)cc1 (stereo unspecified) | -0.7%
COc1ccccc1CN(C)CC(O)COc1ccc(-c2ccccc2)cc1 (stereo unspecified) | 10.4%
CC(c1ccc(Cl)cc1)N(C)Cc1nc2ccccc2o1 (stereo unspecified) | -1.3%
Cc1cnc(CC2CCNC2)n1Cc1ccccc1 (stereo unspecified) | 26.9%
CCOc1ncccc1C(=O)Nc1cccc(-c2nc3cccnc3s2)c1 | ?
O=C(CCC1CCN(S(=O)(=O)c2cccc(F)c2)CC1)NC1CC1 | 23.9%
Cc1cc(OCC(=O)c2ccc(C(F)(F)F)cc2)n2cnnc2n1 | 15.0%
OC(CN1CCN(C/C=C/c2ccccc2)CC1)c1cccc(F)c1 (stereo unspecified) | 0.7%
O=C(NCCCN1CCCC1)c1cn2ccnc(-c3ccccc3)c2n1 | ?
CCOc1ccc(C(=O)N2CCC3(CCCNC3=O)C2)cc1Cl (stereo unspecified) | 25.3%
NC(=O)CNC(=O)[C@@]1(O)C[C@@H](O)[C@H](O)[C@@H](NS(=O)(=O)c2cccc(C(F)(F)F)c2)C1 | -8.8%
COC(=O)[C@]12C[C@H](CC(=O)N3CCN(C(=O)c4ccco4)CC3)C(=O)N(Cc3ccccc3)C1=C[C@H](COCc1ccccc1)O[C@@H]2C | 12.7%
NC(=O)C1CCN([C@H]2[C@@H]3OC[C@@H](O3)[C@@H](N)[C@@H]2O)CC1 | 8.4%[115 µM]

Nothing new here: seven of the compounds above.
SMILES | KDM5B inh
COc1ccccc1CN(C)CC(O)COc1ccc(-c2ccccc2)cc1 (stereo unspecified) | 10.4%
CC(c1ccc(Cl)cc1)N(C)Cc1nc2ccccc2o1 (stereo unspecified) | -1.3%
Cc1cnc(CC2CCNC2)n1Cc1ccccc1 (stereo unspecified) | 26.9%
CCOc1ncccc1C(=O)Nc1cccc(-c2nc3cccnc3s2)c1 | ?
O=C(CCC1CCN(S(=O)(=O)c2cccc(F)c2)CC1)NC1CC1 | 23.9%
Cc1cc(OCC(=O)c2ccc(C(F)(F)F)cc2)n2cnnc2n1 | 15.0%
OC(CN1CCN(C/C=C/c2ccccc2)CC1)c1cccc(F)c1 (stereo unspecified) | 0.7%

(cont.)
SMILES | KDM5B inh
Cc1ccc2c(c1)C1(C(=O)N2)N2CCCC2C(C(=O)c2ccc3ccccc3c2)C12C(=O)Nc1ccccc12 (stereo unspecified) | -29.5%
CN1CC(=O)N(C2CCNC2)Cc2c1ncnc2N1CCC(N2CCCC2)CC1 (stereo unspecified) | ?
O=C1[C@@H]2C[C@@H](CN2Cc2ccnc3ccccc23)Oc2ccccc2N1CC1CC1 | 35.5µM*
O=CNC(n1cnc2c(N3CCOCC3)ncnc21)C(Cl)(Cl)Cl (stereo unspecified) | 21.7%
COc1ccc2c(C(=O)CN3CCSCC3)c[nH]c2c1 | -1.4%
CCNC(=O)O[C@@H]1CO[C@H]2[C@@H]1OC[C@@H]2NCc1ccccc1 | -13.8%[86.2 µM]
Cc1ccc(-c2nocc2CCC(=O)NCc2cccc(Br)c2)cc1 | -36.2%
Cc1cc(C)nc(-n2nc(C)c3c2N(Cc2ccccc2)C(=O)CC3c2ccccc2)n1 (stereo unspecified) | 21.9%
O=C(Cn1nc2n(c1=O)CCCCC2)N1CCN(c2ccc(F)cc2)CC1 | 10.7%
COc1cccc(CNC(=O)c2scnc2C)c1 | 6.1%
O=C(O)Cc1ccc(C(=O)CSc2ccccc2)s1 | -39.4%
N#CNC(=Nc1cccc(F)c1)SCc1ccccc1 | 18.3%

Part of the list above in order of SMILES length, lowest first:
SMILES | KDM5B inh
O=S(=O)(Nc1nc2ccccc2nc1Nc1ccc(F)cc1)c1ccccc1 | -18.3%
COC(=O)C1(C(F)(F)F)N=C(N2CCOCC2)Oc2c1c(C)nn2-c1ccccc1 (stereo unspecified) | ?
CCCN1C(=O)C2(C(=C(O)c3ccc(OCC)cc3)C(=O)C(=O)N2CCOC)c2ccccc21 (stereo unspecified) | -24.9%
Cc1cnc(CN2CC3(CCC2=O)CCN(C(=O)[C@H]2C[C@@H]4C=C[C@H]2C4)CC3)cn1 | -4.5%

(continued)
SMILES | KDM5B inh
CC1=NS(=O)(=O)N(C)C=C1C(=O)OCc1nc(-c2ccc(C)cc2)no1 | 2.7%
COc1cccc(OCCSc2nc3ccccc3n2CC(=O)N2CCOCC2)c1 | 8.3%
Fc1ccc(N2CCN(Cc3ncc(-c4ccc(Cl)cc4)o3)CC2)cc1 | -6.6%
COC(=O)c1sc(=S)n(C)c1C | 14.6%
O=C(CSc1nnnn1-c1ccc(C(=O)O)cc1)Nc1ccccc1 | 1.6%
Cc1ccc(N2CC(O)Cn3c2nc2c3c(=O)n(C)c(=O)n2C)cc1 (stereo unspecified) | 6.4%
O=C(CC1CCOCC1)N1CCC(Cc2ccccc2)CC1 | ?
COc1ccc(CN2CC3(CCN(S(=O)(=O)c4ccccc4Cl)CC3)C2=O)cc1 | -6.5%
CCOc1ccc(NC(=O)C(C)Sc2nnc3cc(C)c4ccccc4n23)cc1 (stereo unspecified) | 3.9%
O=C(CCn1cncn1)N1CCc2ncnc(N3CC=CC3)c2CC1 | -6.6%
COc1cccc(N2CC(NC(=O)/C=C\c3ccccc3)CC2=O)c1 (stereo unspecified) | -9.4%
CN(C)c1ccc(CN2CCC23Cc2ccccc2NC3=O)cc1 (stereo unspecified) | ?
Cc1ccc(S(=O)(=O)Cn2nnnc2C(CC(C)C)N2CCN(C3CCCC3)CC2)cc1 (stereo unspecified) | ?
Cc1cccc(OCC(=O)c2ccc3c(c2)N(CC(=O)Nc2ccccc2)C(=O)CO3)c1 | -24.5%
Cc1ccc(Nc2nc(NC3CCCCC3)nc3c2cnn3C)c(C)c1 | -0.5%
Cc1cccc(C(=O)N2CCCC(Cc3ncc(C)n3Cc3ccccc3)C2)c1 (stereo unspecified) | -2.2%
COC[C@@H]1CN(S(=O)(=O)c2cccc(F)c2)C[C@H]1c1ccccn1 | -17.2%
Cc1ccc(C)c(NC(C)C(=O)Nc2sccc2C#N)c1 (stereo unspecified) | -14.3%
COc1cccc(OCC(=O)Nc2nnc3n2CCS3)c1 | ?
COc1cc2c(c(OC)c1)C(c1ccccc1OC(C)C)CC(=O)N2 (stereo unspecified) | 20.3%
COc1ccc(N2CCOCC2)c(NC(=O)c2cccs2)c1 | 8.7%
CCCNC(=O)N1C[C@@H](Oc2cccnc2)C[C@H]1C(=O)N1CCOCC1 | 2.6%
S=C1NC2(CCCCC2)N=C1c1ccc(Br)cc1 | 10.5%
COc1ccc(C(=O)N2CCCC2c2nc(C3CCOCC3)no2)cn1 (stereo unspecified) | -15.9%
Cc1cc(C)c(NC(=O)c2cc(CN3CCOCC3)on2)c(C)c1 | -6.3%
Cc1ccc(N=Nc2cc(C)ccc2N)cc1 | -13.4%
O=S(=O)(Nc1nc2ccccc2nc1NCc1ccc2c(c1)OCO2)c1ccc(F)cc1 | 9.9%
Cn1nc(C(=O)NCc2ccc(O)cc2)c2ccccc2c1=O | 5.0%
Cn1ncc2c(C(=O)NCc3ccc(F)cc3)cc(-c3ccc([S+](C)(=O)[O-])cc3)nc21 | 50.1µM*
COc1cccc(C(=O)NCc2coc(-c3cccs3)n2)c1OC | -29.6%
O=C(COC(=O)Cc1ccc(F)cc1)NCc1ccccc1 | 15.3%
COc1ccccc1NS(=O)(=O)c1cccc(C(=O)N/N=C/c2ccc(C)o2)c1 | -45.4%
O=C(O)c1cccnc1Sc1ccccc1Cl | -3.0%
O=c1cc(CN2CCN(c3cccc(Cl)c3)CC2)c2cc(Cl)c(O)cc2o1 | ?
CCCCN1CCN(C(=O)c2cn3ccnc(-c4ccccc4)c3n2)CC1 | -10.2%
O=C(CN1CCN(S(=O)(=O)c2ccccc2)CC1)Nc1ccnn1C1CCCC1 | 15.1%
CCN1CCN(Cc2cc(C)cc(CN(C)Cc3ncc(C)[nH]3)c2C)CC1 | -1.7%
CCOc1ccc(S(=O)(=O)N(C)CC(=O)N2CCN(CC)CC2)cc1C | 1.8%
CCC(CC)C(=O)Nc1cccc(-c2nc3cc(C)ccc3o2)c1 | 4.5%
COc1ccc(-c2ccccc2NC(=O)C2CCCN(Cc3cnc(SC)nc3)C2)cc1 (stereo unspecified) | -3.6%
CC(OC(=O)CC1Oc2ccccc2NC1=O)C(=O)NC1CCCC1 (stereo unspecified) | 23.9%
COc1ccccc1CNC(=O)C1CCN(Cc2nc(-c3ccc(OC)c(OC)c3)oc2C)CC1 | ?
O=c1c2cc(Br)ccc2nc(-c2cccc(Cl)c2)n1O | ?
CCCc1noc(-c2ccn3c(CNC(=O)Cc4cccc(OC)c4)nnc3c2)n1 | ?
N#CCCN(CCC#N)c1ccncc1 | -1.9%
O=C(Cn1ccc2cc(S(=O)(=O)N3CCCC3)ccc21)NCc1ccccc1Cl | -18.3%
O=C(N1CCC2(CC1)CC(Cc1nc(-c3cccnc3)no1)CCO2)C1(c2ccccc2)CC1 (stereo unspecified) | -10.5%
O=C(c1ccc(F)cc1Cl)N1CCN(C(=O)c2nnn3c2COC(c2ccccc2)C3)CC1 (stereo unspecified) | -6.5%
COC(=O)N/N=C/c1ccc(-c2ccc(Cl)cc2Cl)o1 | -1.9%
CN(C)C1CCN(c2nccc(C3(c4ccccc4Cl)CCNCC3)n2)C1 (stereo unspecified) | 28.2µM*
O=C(COc1ccc(S(=O)(=O)N2CCOCC2)cc1)NCC1CCCO1 (stereo unspecified) | -6.6%
CCOc1ccc(CC(=O)NNC(=S)NCCCOC)cc1OCC | 23.8%
CCc1ccc(-c2nc3cc(NS(=O)(=O)c4ccccc4)ccc3o2)cc1 | ?
CC(O)CNc1nc(C(C)C)c2c(c1C#N)CCCC2 (stereo unspecified) | ?
COc1ccc(/C=C/c2ccc3ccccc3n2)cc1O | ?
COc1ccc(/C=C(/NC(=O)/C=C/c2ccccc2)C(=O)NCCCCCC(=O)O)cc1 | -7.4%
Cc1cccc(C)c1NC(=O)C(=O)c1c[nH]c2ccccc12 | -18.2%
COc1ccc(-c2ccc3ncc(Nc4ccc5c(c4)OCCO5)n3n2)cc1OC | 4.5%[86.2 µM]
Cc1ccc(S(=O)(=O)CCC(=O)OCC(=O)NCCc2ccc(S(N)(=O)=O)cc2)cc1 | 23.1%
CCNC(=O)NC(=O)CN1CCCCCCC1 | -19.3%

Further results follow:
SMILES | KDM5B inh
COCCOCc1nc(C2CCCCN2S(=O)(=O)c2cccc(OC)c2)no1 (stereo unspecified) | -5.6%
COc1cccc(C(=O)N2CCn3c(nn(-c4ccncc4)c3=O)C2)c1 | -3.3%
CCCn1c(-n2nc(CC)cc2CC)nc2c1c(=O)n(CC(N)=O)c(=O)n2C | 3.9%
COC(=O)c1cccc(NC(=O)c2nsc3ccccc23)c1 | ?
CCOc1ccc(NC(=O)C2C3CC/C=C\CCC32)cc1 (stereo unspecified) | -3.5%
Cc1ccc(Cl)cc1NC(=O)CN1CCCN(c2ccc(C(F)(F)F)cn2)CC1 | -20.3%

Bioassay records as filed in PubChem BioAssay.

Some of the compounds tested; count on the stated rates, not on these rows.
